High-throughput results as filed in PubChem BioAssay.
RECQ1 helicase = blocks DNA unwinding by human RECQ1. RECQ1 DNA unwinding, red fluorescence kinetic read. 240,000 compounds, 0.54% hits. Potency, µM (top dose mostly 57.3 µM), without a hit: top-dose activity, negative = inhibition, most hits filed as inhibitors;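 also: plate controls were vehicle for no effect and no enzyme for full effect; nearly all actives have a fitted effect of over 30% in size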
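RECQ1T1 50 nM; forked duplex (20 bp + 30-nt ss tails) 200 nM, ATP 2 mM final; pH 8.0, 2 mM MgCl2, 2.5 ug/ml poly(dI-dC); 15 min compound preincubation; discontinuous kinetic read over 2 h at RT.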
KDM4E inh = JMJD2E (human) inhibition; JMJD2E catalytic domain, FDH-coupled NADH fluorescence (FDH is formaldehyde dehydrogenase); AID 2147; 230,000 compounds, 1.6% hits; Potency, µM (highest dose often 57.1 µM), inactives show at the top dose activity change, negative = inhibition, hits mostly inhibitors; active = well fitted inhibition curve with a large enough effect, not every such curve was filed as active; inconclusive = small, poorly fitted or top-dose-only effect, or another doubt; inactive = no such curve, though single readings can be large or run the other way;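 also: 0% = wells with enzyme and -100% = buffer wells without enzyme; nearly all actives have a fitted effect of over 50% in size; many of its hits are not listed in these tables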
Target sequence (B2RXH2 1-337 limits assumed): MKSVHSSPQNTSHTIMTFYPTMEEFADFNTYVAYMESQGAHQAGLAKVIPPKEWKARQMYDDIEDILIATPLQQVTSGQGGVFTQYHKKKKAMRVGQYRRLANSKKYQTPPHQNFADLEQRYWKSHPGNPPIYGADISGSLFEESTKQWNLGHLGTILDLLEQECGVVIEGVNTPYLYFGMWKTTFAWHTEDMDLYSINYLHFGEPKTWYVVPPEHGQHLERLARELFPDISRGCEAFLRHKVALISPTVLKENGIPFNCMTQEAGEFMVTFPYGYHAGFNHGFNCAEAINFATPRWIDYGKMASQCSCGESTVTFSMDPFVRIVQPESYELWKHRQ
SMN2 splice up = increases expression of the SMN2 splice variant. HEK293 SMN2-luciferase splicing reporter, luminescence, 30-36 h. Potency, µM (highest dose often 46.1 µM), without a hit: at the highest dose activity change, positive = activation, actives largely listed as activators. 210,000 compounds, 2.8% hits; also: % of control where 0% means no effect; nearly all actives have a fitted effect of over 55% in size
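qHTS luciferase splicing reporter: luminescence rises when SMN2 exon 7 is included in transfected HEK293 cells. Compound exposure lasted 30-36 h at 37C, with 4.5 mM final sodium butyrate as control, followed by a ONE-Glo read.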
NPSR antagonist = neuropeptide S receptor (human) antagonism, cAMP. Q6W5P4. CHO-NPSR cells, cAMP TR-FRET, antagonist mode. Potency, µM (titrated, usually from 38.3 µM), inactives show top-dose activity change, negative = inhibition, actives largely listed as inhibitors. 220,000 compounds, 1% hits. AID 1461; also: % is scaled to controls: 0 for no effect and ±100 for the full control effect; nearly all actives have a fitted effect of over 50% in size; many of its hits are not listed in these tables
Target sequence (Q6W5P4 whole entry, looked up): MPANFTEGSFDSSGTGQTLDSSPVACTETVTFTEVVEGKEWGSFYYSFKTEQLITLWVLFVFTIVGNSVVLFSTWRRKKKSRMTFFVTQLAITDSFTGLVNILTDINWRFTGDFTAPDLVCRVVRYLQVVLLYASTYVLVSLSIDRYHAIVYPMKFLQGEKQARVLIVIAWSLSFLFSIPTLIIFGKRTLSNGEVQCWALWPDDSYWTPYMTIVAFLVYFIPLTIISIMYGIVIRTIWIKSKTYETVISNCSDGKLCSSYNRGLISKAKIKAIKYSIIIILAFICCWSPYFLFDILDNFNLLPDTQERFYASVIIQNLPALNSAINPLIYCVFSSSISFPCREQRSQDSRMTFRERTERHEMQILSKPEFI
GoLoco inh red = RGS12 GoLoco-Gai1 interaction inhibition; P63096; Potency, µM (top dose mostly 61.6 µM), for the others: at the highest dose activity, negative = inhibition, most hits filed as inhibitors; 230,000 compounds, 0.44% hits; Gai1:RGS12 GoLoco peptide FP, rhodamine, 10 min; active = well fitted inhibition curve with a large enough effect, not every such curve was filed as active; inactive = no such curve, though single readings can be large or run the other way; also: % is scaled to controls: 0 for no effect and ±100 for the full control effect; nearly all actives have a fitted effect of over 30% in size; many of its hits are not listed in these tables
Target sequence (P63096 whole entry, looked up): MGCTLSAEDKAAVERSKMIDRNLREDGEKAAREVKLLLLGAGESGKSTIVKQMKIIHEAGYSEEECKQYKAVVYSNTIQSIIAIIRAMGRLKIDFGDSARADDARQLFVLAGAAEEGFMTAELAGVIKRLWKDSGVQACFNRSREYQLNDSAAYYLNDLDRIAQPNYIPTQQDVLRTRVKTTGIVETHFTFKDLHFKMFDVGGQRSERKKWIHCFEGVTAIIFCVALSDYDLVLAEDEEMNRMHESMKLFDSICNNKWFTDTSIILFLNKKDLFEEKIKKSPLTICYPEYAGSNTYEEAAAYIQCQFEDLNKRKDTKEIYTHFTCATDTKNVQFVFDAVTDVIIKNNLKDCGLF
IMPase Li cell = membrane-permeable IMPase blocker, potentiated with lithium; CHO-M1 cells, IP1 TR-FRET (IP-One), carbachol + lithium; Potency, µM (top dose mostly 59.4 µM), for inactives: at the highest dose activity, negative = IMPase inhibition, usual class: inhibitors; 210,000 compounds, 0.35% hits; AID 1457;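 also: IP1 builds up when IMPase is blocked and the TR-FRET signal falls; plate controls were basal vehicle for no effect and high inhibitor control for full effect; nearly all actives have a fitted effect of over 50% in size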
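CHO-M1, 2000 cells/well, 16–30 h culture; cpd + low Li+, 30 min 37C; lysis with d2-IP1/Eu-anti-IP1 Ab, 10 min RT; TR-FRET 665/620 ratio and 620 channel; AC50 via Hill.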
Epigenetic derep = epigenetic control regulation, reporter derepression; murine LDR cells, GFP reporter derepression, 30 h; Potency, µM (series often up to 53.9 µM), for the others: at the highest dose GFP activation, usual class: activators; 280,000 compounds, 0.2% hits; also: % of control where 0% means no effect; nearly all actives have a fitted effect of over 60% in size
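Murine LDR cells bearing a silenced CMV-driven GFP reporter were exposed to compound for 30 h at 37 C. After PBS washes, GFP-positive cells (20-120 um objects) counted by laser-scanning microplate cytometry.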
Luc counter = Kinase-Glo luciferase inhibition (counter-screen) | Kinase-Glo luciferase, ATP luminescence, 8 min | Potency, µM (titrated, usually from 38.3 µM), for inactives: at the highest dose activity change, negative = inhibition, hits mostly inhibitors | 200,000 compounds, 0.28% hits; also: % is scaled to controls: 0 for no effect and ±100 for the full control effect; nearly all actives have a fitted effect of over 60% in size
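Luminescence was the read-out, taken after 8-minute incubation at ambient temperature. Luciferase turned over luciferin with 10 uM ATP in imidazole pH 7.2 buffer containing KCl, MgCl2, Tween 20 and BSA.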
* hit, by the source's call; i = inactive; ? = inconclusive; nt = not tested or not shown; & = joins results of further samples; [ ] = another dose, or the depositor's remark. Unless noted, calls follow the shape of the dose curve; as a rule, active = well fitted curve in the direction sought with a large enough effect; inconclusive = small, poorly fitted or top-dose-only effect, or another doubt; inactive = no such curve, though single readings can be large; an effect the other way counts as inactive or inconclusive. Potency is read from the fitted curve at half-maximal effect. These rows are one share of the data. The share of hits here may be higher or lower than overall.

SMILES | RECQ1 helicase | KDM4E inh | SMN2 splice up | NPSR antagonist | GoLoco inh red | IMPase Li cell | Epigenetic derep | Luc counter
COc1ccc(-c2cc3nc(C)n(N)c(=O)c3s2)cc1 | -4.8% | ? | nt | 0.5% | 6.6% | nt | 0.1% | nt
Cc1ccc(/C=C2/NC(=O)N(Cc3ccc(Br)cc3)C2=O)o1 | -13.4% | ? | 3.8% | -24.7% | -9.5% | 4.3% | ? | 1.4%
COCCN1C(=O)/C(=C/c2ccc(Oc3ccc([N+](=O)[O-])cn3)c(OC)c2)SC1=Nc1ccccc1 | -1.1% | 2.8% | -15.5% | -14.4%[46.1 µM] | -0.8% | 10.4% | 3.0% | 0.0%
CN1CCN(CC#CCC(O)(c2ccccc2)c2ccccc2)CC1 | -4.2% | 5.2% | nt | -4.4% | 5.0% | nt | -4.6% | nt
NNC(=O)c1ccc(COc2cccc3ccccc23)cc1 | -20.0% | 6.1% | 10.7% | -6.2%[46.1 µM] | -3.1% | -1.4% | 0.0% | 2.2%
CCO[C@@H]1OC(C(=O)N2CCN(Cc3ccc4c(c3)OCO4)CC2)=C[C@H](C2CCCCC2)[C@H]1CCCO | i | 2.6% | nt | ? | 4.7% | 14.6% | -3.7% | nt
CC1=CC(C)(C)N=C(Nc2nc(C)c3cc(C)cc(C)c3n2)N1 | 23.5% | -12.1% | nt | -16.6% | 9.1% | 10.3% | -0.3% | nt
CCCC1C(=O)N(Cc2ccccc2)C(=O)CC1C (stereo not given) | -1.3% | 1.8% | nt | 26.6% | 0.5% | nt | 0.1% | nt
CC1=CC(C#N)(C#N)C(C#N)(C#N)C(c2ccccc2)N1 (stereo not given) | -8.6% | ? | 14.8% | 5.4%[7.67 µM] | 31.6µM* | 6.8%[38.3 µM] | -2.4% | -1.4%
C=CCn1c(SCC(=O)Nc2nc(C)cs2)nnc1C(C)NC(=O)c1ccccc1Cl (stereo not given) | 2.1% | -3.0% | -37.8%[inhibitor] | -10.8%[46.1 µM] | -1.0% | 16.1% | -2.1% | -5.9%
CC(=O)Nc1ccc(N=Cc2ccc[nH]2)cc1 | -11.1% | 10.9% | -5.1% | -12.0%[46.1 µM] | 1.5% | 2.5%[38.3 µM] | 0.0% | 1.6%
Cc1ccc(C(C)C)c(OCCCN2C(=O)NC(C)(C)C2=O)c1 | -2.3% | 0.6% | 1.9% | -15.5%[46.1 µM] | 1.0% | -10.2%[38.3 µM] | 2.9% | -5.0%
Cn1ccc(CC(=O)N2CCC(N3CCC(C(=O)N4CCCC4)CC3)CC2)c1 | -5.3% | -15.2% | nt | 49.4% | 74.2%[activator] | nt | 0.0% | nt
COC(=O)C1=C(C)NC(=O)C1(NS(=O)(=O)c1ccc(NC(C)=O)cc1)C(F)(F)F (stereo not given) | -5.9% | -16.2% | -26.9% | -17.5%[46.1 µM] | -8.1% | 11.3%[38.3 µM] | -1.9% | -3.3%
O=C(O)c1cccc2cccnc12 | -17.3% | -4.6% | -14.7% | 2.4%[46.1 µM] | 263.0% | 18.3%[38.3 µM] | -2.3% | 1.2%
CC(=O)c1ccc(S(=O)(=O)N2CCCCC2C(=O)O)cc1 (stereo not given) | -2.5% | -6.1% | -1.7% | 14.4% | 2.2% | ? | 5.3% | -1.6%
COc1cc(/C=N/NC(=O)/C(=C/c2ccccc2)CCO)ccc1O | -8.0% | 9.7% | 1.5% | 2.2% | 0.9% | -0.3% | 1.0% | -2.1%
O=C(/C=C/c1ccccc1)Nn1c(-c2cccs2)nc2ccccc2c1=O | -0.8% | nt | -12.7% | -5.0% | -1.9% | 3.2% | -1.8% | 0.7%
CCn1c(N2CCN(C(=S)NCCc3ccccc3)CC2)nc2ccccc21 | 1.7% | 4.4% | -23.5% | ? | -2.8% | 14.8%[38.3 µM] | -1.1% | -0.5%
Cn1c(SCC(=O)NCCc2ccccc2)nnc1-c1ccncc1 | -10.0% | 3.4% | -1.6% | 20.0%[46.1 µM] | -2.2% | 2.0%[38.3 µM] | -3.9% | 2.7%
O=C(c1ccccc1)c1ccc(OCCn2cnc3ccccc3c2=O)cc1 | 4.5% | -7.0% | -40.1%[inhibitor] | -18.1%[46.1 µM] | -5.7% | -14.8%[38.3 µM] | -2.3% | 0.0%
O=C1N/C(=N/N=C/c2ccco2)SC1Cc1ccccc1 (stereo not given) | 9.8% | 4.4% | 14.1% | -7.3% | 5.5% | 5.6% | -3.5% | -0.2%
Cc1cc(NC(=O)CSc2nnc(Cc3cccn3C)n2CCc2ccccc2)no1 | -6.3% | -22.8% | -13.9% | -0.4% | 0.4% | 15.7% | 0.0% | 6.0%
Cc1cccc(NC(=S)N/N=C/c2ccc3c(c2)OCO3)c1 | -5.1% | -0.9% | 22.6% | -25.0% | -2.1% | 2.9% | 2.2% | 0.8%
CCOC(=O)C1(CCCc2ccccc2)CCN(Cc2cn(CC)nc2C)CC1 | -2.6% | -0.7% | nt | 12.1% | -1.6% | 17.8% | -1.2% | 6.2%
CC(=O)N1CCN(CC(=O)O)CC1 | -7.8% | -27.5% | -25.2% | 9.4% | 11.8% | -1.5% | 0.0% | 4.4%
CCc1[nH]nc2c1C(c1ccncc1)C(C#N)=C(N)O2 (stereo not given) | -5.8% | -11.0% | 27.7% | -10.2%[46.1 µM] | 0.7% | 1.8%[38.3 µM] | ? | 0.8%
CCc1ccc(S(=O)(=O)NC(=S)Nc2ccccc2)cc1 | -1.5% | 0.8% | nt | -4.1% | -5.3% | nt | -0.8% | nt
C=CCn1c(SCC(N)=O)nnc1-c1ccccc1O | -2.8% | 0.0% | nt | 8.0%[46.1 µM] | nt | nt | -6.9% | nt
COC(=O)Nc1nc2ccc(Sc3ccccc3)cc2[nH]1 | -0.2% | 4.0% | 0.4% | -9.9% | 0.3% | 11.6%&9.4%&19.5% | 0.0% | -1.6%
COc1ccc(/C=C/C(=O)Nc2cc(=O)n(C)c(=O)n2C)cc1 | -1.9% | ? | 6.6% | 14.4%[46.1 µM] | -4.5% | -4.3% | 0.0% | -6.9%
CC(C)(C)c1ccc(-c2conc2N)cc1 | -10.7% | -4.3% | 17.8µM* | 0.3%[46.1 µM] | -10.2% | -6.9% | 1.0% | -5.7%
CC(C)(NO)/C(=N\O)c1ccc(Cl)cc1 | -2.1% | -0.8% | -8.6% | -0.5%[46.1 µM] | -16.8% | -6.4%[38.3 µM] | 0.0% | -1.0%
C[C@H](NC(=O)c1[nH]cnc1C(=O)Nc1ccc(Cl)cc1)C(=O)OC(C)(C)C | -7.3% | 1.2% | nt | -31.8% | 1.6% | nt | 5.6% | nt
Cc1ccc(S(=O)(=O)N(C)C)cc1NC(=O)COC(=O)C1COc2ccccc2O1 (stereo not given) | i | -5.2% | 7.9% | 12.4% | 4.6% | -0.6% | 1.3% | -1.6%
O=C(Nc1ccc(N2CCOCC2)c(Cl)c1)c1ccccc1F | -6.1% | 2.8% | 23.8% | -8.1%[46.1 µM] | -14.2% | 33.4%[38.3 µM] | 4.7% | 3.4%
COC(=O)[C@@]1(Cc2ccc(F)cc2)[C@H]2c3cc(C(=O)N(C)C)n(Cc4ccc(Cl)c(C(F)(F)F)c4)c3C[C@H]2CN1C(=O)c1ccccc1 | i | 3.4% | -34.3%[inhibitor] | nt | 6.5% | -0.1% | -0.2% | -0.2%
COC(C(=O)Nc1ccc(S(=O)(=O)Nc2cccc3ccccc23)cc1)c1ccccc1 (stereo not given) | 2.5% | -7.5% | -20.0% | -27.5% | 1.8% | 11.0% | 1.0% | 4.4%
O=C(/C(=C/c1ccncc1)n1ccnc1)c1ccc(Cl)cc1Cl | i | -0.7% | nt | -4.9% | 8.5% | nt | 3.8% | nt
CC(=O)Nc1ccc(Br)c(Cl)c1 | -0.8% | -2.5% | nt | -27.7% | 6.3% | nt | -1.6% | nt

Given with each value named: two of the compounds above
COC(C(=O)Nc1ccc(S(=O)(=O)Nc2cccc3ccccc23)cc1)c1ccccc1 (stereo not given)
  RECQ1 helicase = 2.5%
  KDM4E inh = -7.5%
  SMN2 splice up = -20.0%
  NPSR antagonist = -27.5%
  GoLoco inh red = 1.8%
  IMPase Li cell = 11.0%
  Epigenetic derep = 1.0%
  Luc counter = 4.4%
COc1ccc(/C=C/C(=O)Nc2cc(=O)n(C)c(=O)n2C)cc1
  RECQ1 helicase = -1.9%
  KDM4E inh = ?
  SMN2 splice up = 6.6%
  NPSR antagonist = 14.4%[46.1 µM]
  GoLoco inh red = -4.5%
  IMPase Li cell = -4.3%
  Epigenetic derep = 0.0%
  Luc counter = -6.9%

Additional results follow.
SMILES | RECQ1 helicase | KDM4E inh | SMN2 splice up | NPSR antagonist | GoLoco inh red | IMPase Li cell | Epigenetic derep | Luc counter
O=C(Cn1ncn2c(cc3ccccc32)c1=O)NCCC1=CCCCC1 | -6.5% | ? | -6.0% | -12.4%[46.1 µM] | 21.8% | 16.3%[38.3 µM] | 2.1% | 1.1%
CC(=O)c1cccc(S(=O)(=O)Nc2ccc3nc(C)sc3c2)c1 | -21.7% | -5.6% | -61.5%[inhibitor] | -3.9% | 4.2% | 7.9% | -0.2% | 2.2%
CC1(C)C(=O)Nc2ccccc2N1C(=O)COc1ncnc2ccccc12 | 5.5% | 1.7% | -36.7%[inhibitor] | ? | 1.4% | -1.2%[38.3 µM] | 1.0% | -1.8%
O=S1(=O)CCN=C2SC3=C(CCCC3)N21 | -0.4% | 7.0% | -8.2% | 0.4%[46.1 µM] | -12.8% | -14.1%[38.3 µM] | 2.0% | -0.6%
CNC(=S)N/N=C/c1cn(CCOc2ccccc2OC)c2ccccc12 | -5.4% | ? | ? | 14.8% | -2.4% | 7.2% | 0.0% | 2.9%
COc1ccc(/C=N/NC(=O)C(=O)N2CCCC2)cc1 | 24.1% | -2.7% | 3.5% | 6.6% | 9.5% | -3.2% | -1.1% | -6.1%
CCOC(=O)C1CCCN(c2nc3ccccc3nc2C(C#N)C(=O)OCCOC)C1 (stereo not given) | i | ? | 4.9% | -11.8%[46.1 µM] | 8.2% | 28.0%[38.3 µM] | 0.9% | -0.1%
Cc1cccc2c1NC1(CCCC1)CC2C (stereo not given) | -1.1% | 4.4% | nt | 6.5% | -2.3% | nt | 0.1% | nt
COC(=O)[C@H]1[C@H](CCc2ccccc2)NC(=O)N(Cc2ccccc2)[C@@H]1C | -2.6%[11.5 µM] | 7.0%[11.4 µM] | -1.3%[9.22 µM] | nt | 4.1%[14.2 µM] | 8.3% | nt | -5.2%[7.66 µM]
